Assay outcomes (PubChem BioAssay)
MITF primary: human MITF inhibition, primary screen. AlphaScreen MITF homodimerization, bead proximity signal. inhibition, % at 2.6 µM. 650,000 compounds, 0.91% hits. AID 1259374; in the data active = inhibition above about 50%;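 note: 0% = vehicle wells with protein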
GPR151 ag: human GPR151 activation; Q8TDV0; PathHunter beta-arrestin GPR151 cells, luminescence; activation, % at 11.2 µM; 650,000 compounds, 1% hits; in the data active = activation above about 4.9%;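 note: 0% = median of compound wells and 100% = cells with positive control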
Target sequence (Q8TDV0 whole entry, looked up): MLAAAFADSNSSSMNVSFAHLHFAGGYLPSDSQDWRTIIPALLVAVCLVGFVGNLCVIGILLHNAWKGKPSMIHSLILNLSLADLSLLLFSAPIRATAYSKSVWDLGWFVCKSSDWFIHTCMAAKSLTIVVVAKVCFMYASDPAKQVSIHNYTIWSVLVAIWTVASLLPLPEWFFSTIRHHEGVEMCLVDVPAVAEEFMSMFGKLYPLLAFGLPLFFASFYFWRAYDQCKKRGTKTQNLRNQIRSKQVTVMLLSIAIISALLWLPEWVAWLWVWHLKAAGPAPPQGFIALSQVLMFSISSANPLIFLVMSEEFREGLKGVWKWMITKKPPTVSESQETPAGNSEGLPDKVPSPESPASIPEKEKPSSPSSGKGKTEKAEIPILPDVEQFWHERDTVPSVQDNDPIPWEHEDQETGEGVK
FBW7 activator: human FBW7 E3 ligase activation, primary screen. Q969H0. AlphaScreen FBW7–phospho-cyclin E peptide binding, activator screen. normalized activity (activation), % at 26.1 µM. 650,000 compounds, 0.13% hits. AID 1259310; in the data active = normalized activity above about 1.9%;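 note: purified mutant Fbw7 with reduced substrate affinity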
Target sequence (Q969H0 whole entry, looked up): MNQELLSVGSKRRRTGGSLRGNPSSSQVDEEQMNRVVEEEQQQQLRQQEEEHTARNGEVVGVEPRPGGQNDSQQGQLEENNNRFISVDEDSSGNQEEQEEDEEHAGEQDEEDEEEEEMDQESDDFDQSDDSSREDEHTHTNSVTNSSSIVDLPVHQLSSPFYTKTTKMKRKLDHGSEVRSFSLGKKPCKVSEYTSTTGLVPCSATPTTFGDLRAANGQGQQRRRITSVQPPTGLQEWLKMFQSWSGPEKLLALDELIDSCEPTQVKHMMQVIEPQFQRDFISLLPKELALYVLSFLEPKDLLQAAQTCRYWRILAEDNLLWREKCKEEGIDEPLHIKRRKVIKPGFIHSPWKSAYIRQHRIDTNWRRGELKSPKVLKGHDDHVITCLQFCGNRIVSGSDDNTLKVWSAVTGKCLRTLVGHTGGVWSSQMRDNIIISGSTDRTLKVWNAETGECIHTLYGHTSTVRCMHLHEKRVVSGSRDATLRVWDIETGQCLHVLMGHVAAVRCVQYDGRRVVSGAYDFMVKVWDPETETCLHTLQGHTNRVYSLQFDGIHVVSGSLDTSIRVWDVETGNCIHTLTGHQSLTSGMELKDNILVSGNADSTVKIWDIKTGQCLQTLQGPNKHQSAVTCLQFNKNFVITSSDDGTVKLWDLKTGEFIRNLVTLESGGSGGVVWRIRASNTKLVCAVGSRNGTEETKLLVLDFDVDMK
TEAD-YAP inh: TEAD-YAP interaction inhibition; inhibition, % at 9.12 µM; AID 1259422; HEK-TIYL cells, TEAD-Gal4/YAP UAS-luciferase luminescence; 640,000 compounds, 1.4% hits; in the data active = inhibition above about 32%;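 note: 0% = median of test compound wells and 100% = reference inhibitor wells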
The depositor's hits bear a star; & = joins results of further samples. Not a hit list; overall some 3.5% were active at least once.

1: COc1ccc(NC(=O)c2cc3cc(Br)ccc3o/c2=N\c2sc3c(c2C#N)CCCC3)cc1
2: Cc1ccc2c(c1)N(CCCC(=O)NCCCc1ccccc1)C(=O)CO2
3: COc1cc2nc(Nc3ccccc3)nc(NCCN3CCOCC3)c2cc1OC
4: O=C(CSc1ccc(-c2ccncc2)nn1)N1CCCCCC1
5: Cc1cc(C(=O)NNC(=O)NC(C)(C)C)c(C)o1

compound no.	1	2	3	4	5
MITF primary	-8.4	6.2	-2.5	8.6	-2.9
GPR151 ag	-0.6	0.1	-2.3	-0.7	1.2
FBW7 activator	0.2	0.1	-0.1	-0.1	0.1
TEAD-YAP inh	-4.3	14.4	-1.4	6.3	4.3

6: CC(=O)NC(Cc1ccccc1)C(=O)N1CCN(C(=O)c2cccs2)CC1 (centres undefined)
7: CN(C)c1ccc(/C=N/Nc2nnc3c(n2)[nH]c2ccccc23)cc1
8: CCOC(=O)c1sc2nc(SCC(=O)Nc3cccc(C(F)(F)F)c3)n(Cc3cccc(Cl)c3)c(=O)c2c1C
9: CC1=C/C(=N\S(=O)(=O)c2ccccc2)C(C(C)C)=CC1=O
10: CC(=O)N1CCC(NCc2ccc(Cl)cc2)CC1

compound no.	6	7	8	9	10
MITF primary	-1.5	-29.6	3.1	1.5	-6.8
GPR151 ag	0.1	1.0	-0.9	-1.1	-0.9
FBW7 activator	-0.2	0.4	-0.1	-0.1	-0.2
TEAD-YAP inh	-1.3	5.9	-2.5	-3.8	-0.5

11: Cc1cc(O)c(C(c2cccnc2)c2c(O)cc(C)oc2=O)c(=O)o1
12: Cc1c(Cl)cccc1NC(=O)c1sc2nc3c(c(-c4ccco4)c2c1N)CCCC3
13: NS(=O)(=O)c1cccc(C(=O)N2CCCc3ccccc32)c1
14: CCCOc1ccc(S(=O)(=O)NCc2ccsc2)cc1C
15: CCOc1ccc2[nH]c(=O)c(CN(CC3COCCO3)C(=O)C3CC3)cc2c1 (centres undefined)

compound no.	11	12	13	14	15
MITF primary	17.8	-20.3	2.7	-5.6	5.1
GPR151 ag	-0.1	0.5	3.1	-2.1	1.3
FBW7 activator	0.2	0.0	0.1	0.6	0.0
TEAD-YAP inh	1.3	-3.4	-4.0	-4.9	3.8

16: CCOCCCNC(=O)c1ccc2nc(-c3ccco3)c(-c3ccco3)nc2c1
17: Cc1ccc(C(=O)N/N=C\c2c(C)[nH]n(-c3ccccc3)c2=O)cn1
18: COc1ccc(S(N)(=O)=O)cc1C(=O)OCC(=O)Nc1cc(C)on1
19: Cc1ccc(CCNC(=O)CN2CCN(Cc3cccc(C)c3)C2=O)cc1
20: CCOc1cc(S(=O)(=O)Nc2ccccc2CC)ccc1F

compound no.	16	17	18	19	20
MITF primary	20.4	15.5	2.9	-3.8	-7.2
GPR151 ag	-1.7	-0.3	1.7	5.5*	-0.9
FBW7 activator	-1.1	-0.8	0.0	0.3	-0.2
TEAD-YAP inh	12.3	-8.4	-0.5	7.6	15.8

21: CCc1ccc(N(CC(=O)NCCSc2ccccc2)S(C)(=O)=O)cc1
22: COC(=O)c1nonc1NC(C)=O
23: O=C(Nc1ccc(Br)cc1)c1ccc(Cl)cc1[N+](=O)[O-]
24: COc1ccccc1OCCN1C(=O)C(=O)c2cc(Br)cc(C)c21
25: Cc1ccc(C(=O)N2C(C(=O)NN)CSC2c2ccc(Cl)cc2)cc1 (centres undefined)

compound no.	21	22	23	24	25
MITF primary	13.8	4.2	10.2	-1.1	-6.7
GPR151 ag	1.7	-1.5	-0.5	-0.9	-0.5
FBW7 activator	0.5	-0.2	-0.1	-0.1	-0.1
TEAD-YAP inh	10.8	3.6	6.7	11.5	0.9

Part of the list above, with two lines to a compound:
Every second line gives: MITF primary, GPR151 ag, FBW7 activator, TEAD-YAP inh
#3 COc1cc2nc(Nc3ccccc3)nc(NCCN3CCOCC3)c2cc1OC
    -2.5, -2.3, -0.1, -1.4
#10 CC(=O)N1CCC(NCc2ccc(Cl)cc2)CC1
    -6.8, -0.9, -0.2, -0.5
#20 CCOc1cc(S(=O)(=O)Nc2ccccc2CC)ccc1F
    -7.2, -0.9, -0.2, 15.8

Other results follow:
26: COc1ccc(C(=O)NCC(=O)N/N=C/c2ccccc2)cc1OC
27: COC(=O)[C@@H]1C[C@@H](NC(=O)C2CCCCC2)CN1Cc1cccc2ccccc12
28: O=C(Oc1cccc(/C=N/NC(=O)C(O)c2ccccc2)c1)c1ccco1 (centres undefined)
29: O=C(CN1CCc2nc(N3CCCCC3)[nH]c(=O)c2C1)Nc1cccc(C(F)(F)F)c1
30: CCCOc1ccc(C2C(=O)N(C3CCCCC3)CC(=O)N2Cc2cccc(OC)c2)cc1OC (centres undefined)

compound no.	26	27	28	29	30
MITF primary	-0.4	-5.8	-5.7	-2.9	5.2
GPR151 ag	-0.4	-2.0	-0.3	-0.4	0.9
FBW7 activator	0.1	-0.1	0.0	0.2	-0.1
TEAD-YAP inh	1.1	2.5	-7.3	-11.3	3.7

31: CC(=O)c1c(C)[nH]c(C(=O)Nc2ccc3c(c2)OCO3)c1C
32: COC(=O)c1sc(NC(=O)c2cc3nc(-c4ccc([N+](=O)[O-])cc4)cc(C(F)(F)F)n3n2)c(C(=O)OC)c1C
33: CC(C)(C)C(=O)C(CO)(Oc1ccc(Cl)cc1)n1cncn1 (centres undefined)
34: CC(=O)c1ccc(N2CCN(c3ccc(C(N)=O)cc3[N+](=O)[O-])CC2)cc1
35: C=CCNC(=O)/C(C#N)=C/c1c(Oc2ccccc2Cl)nc2ccccn2c1=O

compound no.	31	32	33	34	35
MITF primary	16.8	-5.3	0.2	-2.6	-10.2
GPR151 ag	-0.5	-0.1	0.3	-0.1	-8.4
FBW7 activator	-0.2	0.0	0.0	0.1	0.0
TEAD-YAP inh	-61.6	8.0	-4.3	-0.3	-0.1

36: Cc1ccc(NC(=O)Cn2cc3c(n2)CCC(C)C3)cc1 (centres undefined)
37: O=S(=O)(Nc1ccc(Cl)cc1F)c1cnc[nH]1
38: CCOC(=O)c1ccc(NC(=O)COc2ccccc2OC)cc1
39: CC(=O)c1ccc(S(=O)(=O)N(CCCO)Cc2cc3c(C)cc(C)cc3[nH]c2=O)cc1
40: O=C(NC1=Nc2cccc3cccc1c23)c1ccc([N+](=O)[O-])cc1

compound no.	36	37	38	39	40
MITF primary	4.9	2.7	8.2	-18.8	7.2
GPR151 ag	0.4	10.7*	1.7	-0.4	5.5*
FBW7 activator	0.0	0.1	0.1	0.1	-0.1
TEAD-YAP inh	2.3	-11.4	-33.3	-55.9	2.3

41: COc1cc2c(cc1OC)C(COc1ccc([N+](=O)[O-])cc1)N(C(=O)CCC1CCCCC1)CC2 (centres undefined)
42: CC(=O)N=c1sc(S(N)(=O)=O)nn1C
43: CC(C)(C)c1ccc(SCC(=O)Nc2ccccn2)cc1
44: COc1ccc(CNS(=O)(=O)c2ccc(F)c(C(=O)Nc3cc(OC)ccc3OC)c2)cc1
45: CC(=NCc1cccnc1)c1c(C)[nH]n(-c2ccc([N+](=O)[O-])cc2)c1=O

compound no.	41	42	43	44	45
MITF primary	-6.2	19.0&14.5&3.9	0.3	13.9	-3.1&-2.3
GPR151 ag	0.8	-1.0&-0.6&1.9	2.4	-0.1	-0.4&-2.1
FBW7 activator	-0.1	0.1&0.1&0.1	-0.2	-0.2	-0.2&0.1
TEAD-YAP inh	4.9	0.4	-28.0	-14.0	0.7&6.1

46: CCOc1cc(/C=C2/C(=N)N3OC(C)=CC3=NC2=O)ccc1OC(C)c1ccccc1 (centres undefined)
47: CCNC(=O)[C@@H]1C[C@@H](NCC2=CC[C@H]3C[C@@H]2C3(C)C)CN1Cc1cccc(OC)c1OC
48: COc1ccc(-n2nc(C(=O)Nc3ccc(F)c(Cl)c3)c3ccccc3c2=O)cc1
49: O=C(CC1(c2ccccc2)CC(=O)N(CC2CCCCC2)C1=O)N1CCN(CCO)CC1 (centres undefined)
50: COc1ccc(C(=O)NCC2CCCO2)cc1I (centres undefined)

compound no.	46	47	48	49	50
MITF primary	9.4	5.0	6.8	-10.0	-2.9
GPR151 ag	0.9	0.2	-0.7	2.4	-0.3
FBW7 activator	0.2	0.3	0.4	0.1	-0.1
TEAD-YAP inh	5.9	17.4	-1.4	-21.5	-6.8

51: COc1cc(OC)cc(-n2nc(C(=O)Nc3cc(C)c(Cl)cc3OC)c3ccccc3c2=O)c1
52: CCOC(=O)c1cccc(N2C(=O)C3C4C=CC(O4)C3C2=O)c1 (centres undefined)
53: COc1cccc(/C=N/NC(=O)CNc2n[nH]c(=O)[nH]c2=O)c1O
54: CCOC(=O)C1(Cc2ccc(OC)cc2)CCN(C(=O)CCc2cnccn2)CC1
55: S=C(NCc1ccco1)SCc1cn2ccccc2n1

compound no.	51	52	53	54	55
MITF primary	7.5	-12.4	0.2	13.5	9.2
GPR151 ag	0.9	-0.5	0.0	0.0	-1.4
FBW7 activator	-0.2	-0.1	-0.2	0.2	-0.1
TEAD-YAP inh	9.6	-4.8	-6.9	-4.8	-1.7

2 records drawn at random from those above:
55: S=C(NCc1ccco1)SCc1cn2ccccc2n1
53: COc1cccc(/C=N/NC(=O)CNc2n[nH]c(=O)[nH]c2=O)c1O

compound no.	55	53
MITF primary	9.2	0.2
GPR151 ag	-1.4	0.0
FBW7 activator	-0.1	-0.2
TEAD-YAP inh	-1.7	-6.9

Other compounds follow.
item | molecule | MITF primary | GPR151 ag | FBW7 activator | TEAD-YAP inh
56 | COc1ccccc1-n1c(SCC(=O)Nc2cccc(F)c2)nnc1-c1cccnc1 | 4.2 | -0.6 | 0.1 | 45.6*
57 | CC1(C)OC2(NC1=O)C1CC3CC(C1)CC2C3 (centres undefined) | -6.9 | -1.4 | -0.2 | 1.8
58 | Cc1nc2ccccn2c1C(=O)NC1CC1 | 6.6 | -0.1 | 0.5 | -2.7
59 | COc1ccc(CN2CCN(Cc3ccc(C)cc3)CC2CCO)cc1C (centres undefined) | -10.0 | 0.8 | 0.0 | 10.4
60 | Cc1c(C(=O)OCc2ccccc2F)nnn1-c1cccc(F)c1 | 11.0 | 2.6 | 1.0 | -3.5
61 | CCN(C(=O)CSc1nc2ccsc2c(=O)n1Cc1ccccc1F)c1cccc(C)c1 | -1.1 | 0.6 | 0.1 | -1.1
62 | O=[N+]([O-])c1ccccc1S(=O)(=O)N1CCC(c2cc(-c3cccs3)n[nH]2)CC1 | -5.2 | 0.8 | 0.1 | -7.0
63 | Cc1c(C(=O)N2CCCCC2)sc2nc(-c3ccccc3)cn12 | 15.5 | -4.0 | 0.2 | -53.4
64 | COc1cccc(C(=O)Nc2ccc(Oc3ccc4c(c3)C(=O)NC4=O)cc2)c1 | 6.8 | -0.7 | -0.1 | 51.2*
65 | CC1Oc2ccc([N+](=O)[O-])cc2N(Cc2ccccc2)C1=O (centres undefined) | -6.1 | -0.7 | 0.6 | -0.3
66 | CCCCCC1=NN(C(=O)C(=O)Nc2ccc(OC)cc2)C(O)(C(F)(F)F)C1 (centres undefined) | -12.8 | -1.1 | 0.0 | 1.5
67 | COc1ccc2c(c1)cc(C(=O)NN)n2C | 4.4 | -0.4 | 0.5 | 0.7
68 | Cc1ccccc1-n1ncc2c(=O)n(CC(=O)Nc3ccc([N+](=O)[O-])cc3)cnc21 | -3.9 | -1.6 | 0.0 | 13.3
69 | CC(C)(C)c1ccc(OCCCN2CCNCC2)cc1 | 28.6 | 1.6 | -0.4 | -3.3
70 | O=C(Nc1ccccc1)c1ccc(NCCO)c([N+](=O)[O-])c1 | -11.3 | -1.2 | -0.3 | -54.1
71 | O=C(O)CONC1=NS(=O)(=O)c2ccccc21 | -3.8 | -2.4 | -0.1 | 8.1
72 | COc1ccc(Nc2ncnc3c2c(-c2ccccc2)cn3-c2ccc(Br)cc2)cc1 | 16.3 | -1.3 | 0.1 | -11.7
73 | COc1ccccc1-n1nc(C(=O)N2CCN(Cc3ccc4c(c3)OCO4)CC2)c2ccccc2c1=O | 2.2 | 1.1 | -0.1 | 11.6
74 | Cc1ccc2c(c1)C(O)(C1C(=O)Nc3ccc(Br)cc31)C(=O)N2 (centres undefined) | 11.4 | 0.3 | -0.1 | -1.4
75 | CCOC(=O)c1sc2nc(C)nc(NCCC3=CCCCC3)c2c1C | 12.8 | -0.3 | 0.7 | -6.7
76 | CCCCN(C)CCCN(Cc1ccco1)C(=S)Nc1cccc(C)c1 | -3.1 | 0.2 | 0.0 | 3.7
77 | Cc1ccc(C(=O)N/C(=C\c2ccc([N+](=O)[O-])cc2)C(=O)O)cc1 | 16.4 | -0.8 | -0.1 | -3.1
78 | COc1cc(Cl)c([C@@H]2C[C@H]3CN(c4ccccc4)C(=O)[C@]34CCCN24)cc1OC | 2.8 | -0.8 | 0.2 | 7.9
79 | O=C(NCc1ccco1)c1ccc(-n2c(=S)[nH]c3ccccc3c2=O)cc1 | 0.1 | -0.2 | 0.0 | 3.4
80 | Cc1[nH]nc(SCC(=O)NCc2ccc(F)cc2)c1[N+](=O)[O-] | 2.3 | 0.1 | -0.2 | -4.0
81 | COc1ccc(NC(=O)CCCCCn2c(SCc3cc(=O)oc4cc(O)ccc34)nc3ccsc3c2=O)cc1 | 16.1 | 0.2 | 0.0 | 2.4
82 | Cc1cc(C)c(C)c(OCCNC(C)(C)C)c1 | 14.0 | 0.5 | 0.1 | 9.6
83 | CC(=O)Nc1ccc(-c2nnn(CC(N)=O)n2)cc1Cl | 0.4 | -0.7 | -0.1 | -14.6
84 | CN1CCN(c2ccc(NC(=O)c3cccc4c3OC(C)(C)C4)cc2)CC1 | 3.5 | 0.0 | -0.2 | -10.8
85 | COc1cccc(C=C2C(=O)NC(=S)NC2=O)c1OCc1ccc([N+](=O)[O-])cc1 | 12.9 | -0.8 | 0.0 | 8.8
86 | O=C(Nc1ccc(F)cc1)c1c(O)c2c([nH]c1=O)CCCC2 | 17.6 | -1.0 | 0.1 | -2.1

Some values from the results shown.
In MITF primary, entry 49 reads -10.0
In GPR151 ag, entry 18 reads 1.7
